IDH1 R132H inh: inhibitors of human mutant IDH1 R132H | O75874 | IDH1-R132H enzyme, NADPH consumption, diaphorase/resazurin fluorescence | Potency, µM (titrated, usually from 76.6 µM), inactives show at the top dose activity change, negative = inhibition, hits mostly inhibitors | 390,000 compounds, 0.093% hits; also: potency is read from the fitted curve at half-maximal effect; % is scaled to controls: 0 for no effect and ±100 for the full control effect; nearly all actives have a fitted effect of over 65% in size
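IDH1-R132H (0.5 ug/mL dispensed) in pH 7.5 Tris buffer was preincubated 30 min with compound, then given a substrate mix of 0.016 mM NADPH and 2 mM alpha-KG for 80 min at room temperature; remaining NADPH was read by diaphorase/resazurin fluorescence.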
HP1b chromo inh: HP1-beta chromodomain-methylated histone interaction inhibition | P83916 | AlphaScreen HP1-beta / biotin-H3K9me3 peptide binding | Potency, µM (highest dose often 114 µM), for inactives: at the top dose activity change, negative = inhibition, hits mostly inhibitors | 390,000 compounds, 0.56% hits; also: potency is read from the fitted curve at half-maximal effect; nearly all actives have a fitted effect of over 70% in size; inactives centre near 23
Target sequence (P83916 whole entry, looked up): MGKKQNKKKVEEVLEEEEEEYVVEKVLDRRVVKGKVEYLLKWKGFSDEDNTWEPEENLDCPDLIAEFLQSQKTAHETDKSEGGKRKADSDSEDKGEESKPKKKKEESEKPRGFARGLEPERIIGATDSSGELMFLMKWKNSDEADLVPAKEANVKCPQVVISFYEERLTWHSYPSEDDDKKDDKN
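HP1-beta protein (50 nM final) preincubated 30 min at room temperature with biotinylated H3(1-18)K9me3 peptide (50 nM) in PBS pH 7.4, 0.01% Tween-20, then compound added for 30 min. AlphaScreen streptavidin donor/nickel chelate acceptor beads (10 ug/mL final), 30 min dark, luminescence read.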
TrxR1 substrate: is turned over as a substrate by rat TrxR1 | O89049 | purified TrxR1 substrate turnover, NADPH consumption readout | Potency, µM (titrated, usually from 114 µM), for the others: at the top dose activity change, negative = substrate turnover | 390,000 compounds, 0.01% hits; also: potency is read from the fitted curve at half-maximal effect; % is scaled to controls: 0 for no effect and ±100 for the full control effect; nearly all actives have a fitted effect of over 50% in size
Target sequence (O89049 whole entry, looked up): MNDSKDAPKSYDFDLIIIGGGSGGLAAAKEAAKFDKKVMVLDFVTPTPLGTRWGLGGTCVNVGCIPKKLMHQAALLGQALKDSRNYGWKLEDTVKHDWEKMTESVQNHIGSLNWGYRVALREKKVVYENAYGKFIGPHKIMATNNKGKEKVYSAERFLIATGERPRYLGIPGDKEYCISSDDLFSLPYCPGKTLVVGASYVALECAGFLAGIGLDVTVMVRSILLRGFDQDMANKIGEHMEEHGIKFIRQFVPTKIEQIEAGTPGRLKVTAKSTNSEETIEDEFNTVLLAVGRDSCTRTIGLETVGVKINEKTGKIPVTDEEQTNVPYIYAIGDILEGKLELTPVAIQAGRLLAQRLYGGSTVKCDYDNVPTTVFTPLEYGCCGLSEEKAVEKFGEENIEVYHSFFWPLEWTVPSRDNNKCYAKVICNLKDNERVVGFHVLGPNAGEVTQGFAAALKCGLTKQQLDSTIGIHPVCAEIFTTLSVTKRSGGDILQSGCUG
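Rat TrxR1, dispensed at 90 nM, was prereduced with 400 uM NADPH (final) for 5 min at ~22 deg C, then incubated with compound 15 min before 400 uM selenite. A first-read NADPH fluorescence drop versus no-compound background flagged substrates.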
rTrxR1 inhibitor: inhibitors of rat thioredoxin reductase 1; AID 588453; O89049; 390,000 compounds, 1% hits; Potency, µM (titrated, usually from 114 µM), for the others: top-dose activity change, negative = inhibition, actives largely listed as inhibitors; recombinant rTrxR1, NADPH fluorescence consumption, selenite substrate; also: potency is read from the fitted curve at half-maximal effect; % is scaled to controls: 0 for no effect and ±100 for the full control effect; nearly all actives have a fitted effect of over 65% in size
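Rat TrxR1 (90 nM in the dispensed reagent) was pre-reduced with 400 uM NADPH for 5 min at room temperature, then incubated with compound for 15 min. After 400 uM selenite was added, NADPH fluorescence (Ex 340/Em 450 nm) was followed for 8 min.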
PI4K2A block: blocks human PI4K2A kinase activity; Q9BTU6; purified PI4K2A, ADP-Glo luminescence, 1 h; hits give low values; activity change, negative = inhibition, % at 76.9 µM; 420,000 compounds, 0.13% hits; AID 1346378; in the data active = activity change below about -50%; inconclusive = mostly about -30% to -49%;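 also: -100% = wells without enzyme as full effect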
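PI4K2A activity was measured by ADP-Glo luminescence: enzyme (4 ug/mL stock) and phosphatidylinositol (1.2 mM stock) in Tris pH 7.5/MgCl2/EGTA/Triton X-100 buffer were reacted with ATP (300 microM stock) for one hour at ambient temperature.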
Pin1 inhibitor: blocks the human prolyl isomerase Pin1; Q13526; Pin1 FP peptide displacement, HiFluor488, 10 min; Potency, µM (doses to about 115 µM), for the others: at the highest dose activity, negative = inhibition, hits mostly inhibitors; 390,000 compounds, 0.009% hits; AID 504891; active = well fitted inhibition curve with a large enough effect in the polarisation, with a control signal flat, not every such curve was filed as active; inconclusive = small, poorly fitted or top-dose-only effect, or effect the other way, or a change in a side signal; inactive = no such curve, though single readings can be large or run the other way; the % refers to the polarisation; also: potency is read from the fitted curve at half-maximal effect; % is scaled to controls: 0 for no effect and ±100 for the full control effect
Target sequence (Q13526 whole entry, looked up): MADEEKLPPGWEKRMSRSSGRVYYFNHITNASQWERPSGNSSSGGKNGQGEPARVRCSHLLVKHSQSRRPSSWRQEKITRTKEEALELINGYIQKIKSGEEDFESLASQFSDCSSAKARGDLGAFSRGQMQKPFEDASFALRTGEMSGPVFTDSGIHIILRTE
PGK inhibitor: inhibitors of T. brucei phosphoglycerate kinase. P07378. PGK/GAPDH coupled, Kinase-Glo luminescence, 60 min. Potency, µM (titrated, usually from 57.5 µM), for inactives: top-dose activity change, negative = inhibition, usual class: inhibitors. 380,000 compounds, 0.043% hits; also: potency is read from the fitted curve at half-maximal effect; % is scaled to controls: 0 for no effect and ±100 for the full control effect; nearly all actives have a fitted effect of over 60% in size
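Recombinant glycosomal PGK reaction used 1,3-bisphosphoglycerate generated in-well by GAPDH (100nM final) in 100mM TEA pH 7.6, 5mM MgCl2, 0.01% Tween-20. After 60 minutes at room temperature, ATP was read by Kinase-Glo Plus luminescence end-point.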
USP1-UAF1 inh: blocks the human USP1/UAF1 deubiquitinase complex; O94782; recombinant USP1/UAF1, Ub-Rhodamine cleavage fluorescence; Potency, µM (titrated, usually from 57.1 µM), for the others: top-dose activity change, negative = inhibition, hits mostly inhibitors; 390,000 compounds, 0.23% hits; AID 743255; also: potency is read from the fitted curve at half-maximal effect; % is scaled to controls: 0 for no effect and ±100 for the full control effect; nearly all actives have a fitted effect of over 60% in size; inactives centre near -12
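Step one: compound is pinned into 1nM USP1/UAF1 in HEPES pH 7.8 buffer with TCEP. Step two: 15 min room-temperature incubation. Step three: Ub-Rho (150nM final) starts cleavage, tracked by fluorescence over six one-minute reads.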
GLS inhibitor: glutaminase GLS (human) inhibition | O94925 | GLS enzymatic activity, qHTS titration | Potency, µM (titrated, usually from 45.5 µM), for inactives: at the highest dose activity change, negative = inhibition, actives largely listed as inhibitors | 410,000 compounds, 0.21% hits; also: potency is read from the fitted curve at half-maximal effect; % is scaled to controls: 0 for no effect and ±100 for the full control effect
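Read-out is an Amplex red fluorescence increase coupled through glutamate oxidase and HRP, measured before and after 30 min room-temperature incubation. hKGA is in 45 mM KH2PO4 (pH 8.2) with 0.02% Tween-20; glutamine added as 1mM solution.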
* marks the source's active call; other numbers are inactive results; i = inactive; ? = inconclusive; nt = not tested or not shown; [ ] = dose if it differs, or a comment. Unless noted, calls follow the shape of the dose curve; as a rule, active = well fitted curve in the direction sought with a large enough effect; inconclusive = small, poorly fitted or top-dose-only effect, or another doubt; inactive = no such curve, though single readings can be large; an effect the other way counts as inactive or inconclusive.

SMILES	IDH1 R132H inh	HP1b chromo inh	TrxR1 substrate	rTrxR1 inhibitor	PI4K2A block	Pin1 inhibitor	PGK inhibitor	USP1-UAF1 inh	GLS inhibitor
CCOC(=O)c1cnc2c(C)c(-c3ccccc3)[nH]n2c1=O	12%	33%	-1%	-6%	13	-5%	-6%	-27%	14%
CC1(C)CC(=O)C/C(=N\NC(=O)Cc2ccccc2)C1	3%	22%	-10%	-17%	1	-11%	-10%	-8%	23%
CN(CC(=O)Nc1cccc(F)c1)C(=O)/C=C/c1ccc2ccccc2n1	-2%	28%	-1%	-4%	-1	11%	-3%	-6%	1%
O=C(OCn1nnc2ccccc2c1=O)c1cc(-c2ccccc2Cl)nc2ccccc12	24%	31%	2%	7%	0	4%	i	-21%	0%
Cc1cc(N2CCOCC2)ncc1[N+](=O)[O-]	2%	1%	-9%	-4%	4	1%	-3%	-25%	-13%
CCCCS(=O)(=O)/C=C\C1C2C=CC(C2)C1S(=O)(=O)CCCC (centres undefined)	3%	13%	-2%	-7%	5	1%	-6%	-2%	4%
CC1CCN(C(=S)NC(=O)C2CCCCC2)CC1	6%	41%	-6%	11%[57.1 µM]	3	-6%	-1%	-13%	5%
C/C(=N/NC(=O)Cc1cc(=O)[nH][nH]1)c1ccc([N+](=O)[O-])cc1	6%	35%	-8%	-4%	4	-10%	i	-19%	31%[activator]
Cc1ccc(CN(Cc2ccco2)C(=O)COc2cccc(C)c2C)o1	-5%	29%	-9%	-5%	-2	?	4%	-12%	-12%
CCN(CC)S(=O)(=O)c1ccc(N2CCN(C)CC2)c(NC(=O)c2cc(=O)c3ccccc3o2)c1	5%	-18%	8%	15%	1	6%	-2%	?	10%
CC(C)=N/N=C1/NC(=O)C(c2ccccc2)S1 (centres undefined)	1%	44%[activator]	9%	-7%	5	-8%	i	-5%	-5%
O=C(NCCCNc1ccc(C(F)(F)F)cc1[N+](=O)[O-])c1cc(F)c(F)cc1Cl	4%	27%	-6%	16%	12	?	2%	-26%	-2%
COc1ccc(C(NC=O)c2cc(OC)c(OC)cc2Br)cc1OC (centres undefined)	-5%	13%	-1%	0%	0	2%	-7%	-17%	5%
Cc1noc(C)c1NC(=O)Nc1cccc2c1O[C@H](CN(C)S(C)(=O)=O)[C@@H](C)CN([C@H](C)CO)C2=O	7%	45%[activator]	7%	7%	0	-7%	0%	?	4%
O=C1COc2ccc(C(=O)COC(=O)c3cc(S(=O)(=O)NCc4ccccc4)ccc3O)cc2N1	-4%	14%	12%	20%	-1	25%	-5%	-26%	0%
O=C(COC(=O)c1cc(S(=O)(=O)N2CCCCC2)ccc1N1CCOCC1)NC1CCCCC1	-5%	-2%	-5%	21%[57.1 µM]	1	1%	-17%	-17%	-20%
Cc1ccc(S(=O)(=O)Nc2ccc(F)c(S(=O)(=O)N3CCOCC3)c2)cc1	2%	4%	3%	-15%	-4	-6%	i	-21%	4%
COc1cc(CO)cc(Br)c1OCC(=O)N1CCCCC1	0%	3%	2%	17%	4	-11%	-5%	-8%	2%
Cc1ccc(-c2nnc(C3CCN(S(=O)(=O)c4ccc(C)c(C)c4)CC3)o2)cc1	-4%	44%[activator]	-13%	-7%	-5	0%	-3%	?	4%
COc1ccc(N2CCN(c3ncnc4c3nc3n4CCCCC3)CC2)cc1	0%	-13%	-4%	8%	-14	2%	0%	-21%	8%
Cc1ccccc1NC(=O)Cc1nc(COC(=O)CCOc2ccccc2)cs1	5%	45%[activator]	-9%	-10%	5	1%	-9%	-18%	-8%
CC(=O)Nc1ccc(C=C(C(C)=O)C(C)=O)cc1	-2%	21%	5%[57.1 µM]	-65%	5	4%	-1%	3%	18%
CCc1cc2c(=O)n(Cc3ccccc3)c(SC3CCOC3=O)nc2s1 (centres undefined)	-1%	32%	6%[57.1 µM]	3%[57.1 µM]	-1	1%	3%	-19%	-13%
Cc1ccc(S(=O)(=O)N2CCCCC2)cc1C(=O)OC(C)C(=O)NC1CCCCC1C (centres undefined)	0%	23%	-8%	7%	-4	-1%	-5%	-16%	-1%
CN(CC(=O)Nc1ccc(F)cc1)C(=O)c1cccc(NS(=O)(=O)c2ccccc2)c1	10%	28%	2%	15%	-4	-4%	i	-15%	10%
CC(C)C(NC(=O)CCNC(=O)c1ccc([N+](=O)[O-])cc1)c1nc2ccccc2[nH]1 (centres undefined)	-5%	42%[activator]	-1%	7%	-3	-1%	-3%	-23%	7%
CCN(CC)C(=O)CSC1=N/C(=C/c2ccco2)C(=O)N1c1ccc(OC)c(Cl)c1	3%	6%	-10%	-31%	-4	?	5%	-19%	-1%
CCCCC1S/C(=N/N=C/c2cccs2)NC1=O (centres undefined)	2%	37%	-10%	-12%	3	-3%	i	-10%	0%
COC(=O)[C@@]12CCCCN1[C@H](c1ccc(-c3ccc4c(c3)OCO4)cc1)[C@H]1C(=O)N(C)C(=O)[C@H]12	-8%	-15%	3%	19%	4	10%	-3%	?	5%
C=C1CCN(C(C)C(=O)OCc2cccc(C)c2)S(=O)(=O)c2ccccc21 (centres undefined)	nt	90%[activator]	-1%	20%	nt	-15%	nt	nt	nt
Cc1ccc(CSc2nnc(C(F)(F)F)n2Cc2ccc(F)cc2)cc1	12%	150%[activator]	-1%	12%	0	?	-11%	-7%	-6%
O=C(CSc1ccccc1F)NC(=O)c1ccc(Cl)cc1	10%	27%	6%	17%	-3	2%	4%	-13%	0%
O=C(COC(=O)c1ccc(S(=O)(=O)Nc2ccccc2)cc1)NCCN1C(=O)CSC1=O	0%	26%	-2%	-9%	11	-2%	-11%	-13%	-19%
CCOCCOC(=O)c1ccc(-n2cnc(C)n2)nc1	-3%	30%	-3%	-2%	0	1%	i	-9%	3%
CCOC(=O)C(=O)C1=C(N2CCOCC2)/C(=C\c2cccc([N+](=O)[O-])c2)CC1	2%	33%	-5%	13%[57.1 µM]	-6	-6%	-10%	-20%	-3%
CCN(CC)CCCNC(=O)c1sc2nc(-c3ccc(F)cc3)cn2c1C	7%	-11%	-2%[57.1 µM]	-14%[57.1 µM]	2	-4%	-4%	-16%	6%
CC1CN(CC(=O)NCc2ccc(Cl)cc2)CC(C)O1 (centres undefined)	8%	55%[activator]	3%	12%[57.1 µM]	-1	-1%	-6%	-26%	5%
O=C(CSc1nnnn1-c1ccccc1)Nc1ccc(Cl)cc1	0%	22%	7%	10%	-5	-5%	-2%	-10%	5%
COC(=O)CC1C(=O)NCCN1C(=O)NC1CCCCC1 (centres undefined)	-2%	48%[activator]	2%	7%	-3	-3%	8%	-2%	5%
COCCNC(=O)COCc1cc(-c2ccc3c(c2)OCO3)on1	2%	45%[activator]	7%	-4%	13	-3%	-6%	-17%	-7%
CCC(=O)N1c2ccccc2CC1C(=O)NCc1cccc(C)c1 (centres undefined)	20%	18%	-7%[57.1 µM]	4%[57.1 µM]	-12	3%	-1%	-1%	-1%
Cc1nn(C)c(C)c1NC(=S)Nc1ccc(S(=O)(=O)Nc2ncccn2)cc1	0%	12%	-10%	?	-2	0%	-4%	-13%	7%
CC1CCN(C(=O)CN2C(=O)NC3(CCC(C)CC3)C2=O)CC1 (centres undefined)	2%	25%	6%	10%	4	-11%	3%	-16%	5%
CCC(C)NC(=O)[C@@H]1CSC2c3ccccc3C(=O)N21 (some centres undefined)	0%	49%[activator]	1%[57.1 µM]	-4%[57.1 µM]	5	-4%	1%	-22%	-21%
CC1=C(c2ccc(Cl)cc2)S(=O)(=O)N=C1N1CCC(C(=O)NCc2ccccc2F)CC1	nt	4%	-6%[57.1 µM]	-3%[57.1 µM]	1	13%	nt	-23%	12%
Cc1cc(NC(=O)CSc2nnc(-c3cccc(Cl)c3)o2)no1	-1%	22%	-4%	8%	4	-6%	-5%	-1%	5%
Cn1c(=O)oc2cc(S(=O)(=O)N3CCC(C(=O)N4CCc5ccccc5C4)CC3)ccc21	7%	45%[activator]	3%	15%	-2	-1%	i	-1%	-4%
O=C(CCCc1cccs1)Nc1nc(-c2ccc(F)cc2)cs1	-10%	40%[activator]	2%	11%	-1	4%	5%	-29%	-7%
O=S(=O)(c1ccc(-c2cc(C(F)(F)F)on2)s1)N1CCN(c2cccc(Cl)c2)CC1	-6%	38%[activator]	1%[57.1 µM]	19%[57.1 µM]	0	0%	i	-26%	-12%
COc1ccc(-c2nc3ccccc3o2)cc1NC(=O)c1ccc(-c2cccc(Cl)c2C)o1	?	9%	-1%	16%	0	7%	2%	-22%	-3%
COc1ccc(CNC(=O)CCn2c(=O)oc3ccccc32)c(OC)c1	9%	20%[57 µM]	0%	5%	5	0%	-6%	-4%	-9%

Source: PubChem

This is a subset. The share of hits here may be higher or lower than overall.
